# NSD2 inh: NSD2 histone methyltransferase inhibitors, primary screen, biochemical, AlphaScreen, single concentration, set 2; Histone-lysine N-methyltransferase NSD2 (Homo sapiens), O96028; NSD2 peptide methylation, 120 min; inhibition, % at 12.5 µM; hit rate 0.54% among 310,000; in the data active means inhibition above about 50%
# SUMO Mot1 rescue: yeast Mot1-301 growth rescue at high temperature, primary screen, SUMOylation pathway inhibitor project, S. cerevisiae, ATP luminescence, 38.5C. AID 2716, 2010. S. cerevisiae Mot1-301 growth rescue; percent above DMSO median, 100 means doubled. growth rescue, % at 18.8 µM. hit rate 1% among 320,000;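 active means every valid replicate shows activation above 250% relative to neutral control wells; inactive means the rest, any valid replicate at or below 250%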;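 further: OY570 slx delta 5 strain wells were the positive control but not used for scaling; some compounds called inactive have numbers as strong as hits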
# Rtt109 HAT inh: inhibitors of C. albicans Rtt109/Vps75 HAT, primary screen, biochemical, ThioGlo CoA-SH fluorescence, plate reader; inhibition, % at 34.9 µM; purified Rtt109/Vps75, 4 h; hit rate 0.16% among 330,000; Histone acetyltransferase RTT109 (Candida albicans (strain SC5314 / ATCC MYA-2876)), …;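 active means inhibition of at least 50% in every replicate; inconclusive means best replicate reaches 50% inhibition but some replicates fall short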
# dFosB activator: activators of delta FosB homodimer, primary screen, biochemical, fluorescence polarization, TAMRA-CDK5 oligo, single point; purified delta FosB; percent of positive-control signal above neutral wells; AID 493131, 2011; activation, % at 25 µM; hit rate 0.99% among 340,000;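 active means mean activation above about 17%, with every replicate also reaching it, limit read from the data, passing the limit was not always enough; inconclusive means only one of the two conditions met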;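 further: fluorescence polarization rise as delta FosB binds a TAMRA Cdk5 AP-1 oligo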
# Target sequence (P13346 whole entry, looked up): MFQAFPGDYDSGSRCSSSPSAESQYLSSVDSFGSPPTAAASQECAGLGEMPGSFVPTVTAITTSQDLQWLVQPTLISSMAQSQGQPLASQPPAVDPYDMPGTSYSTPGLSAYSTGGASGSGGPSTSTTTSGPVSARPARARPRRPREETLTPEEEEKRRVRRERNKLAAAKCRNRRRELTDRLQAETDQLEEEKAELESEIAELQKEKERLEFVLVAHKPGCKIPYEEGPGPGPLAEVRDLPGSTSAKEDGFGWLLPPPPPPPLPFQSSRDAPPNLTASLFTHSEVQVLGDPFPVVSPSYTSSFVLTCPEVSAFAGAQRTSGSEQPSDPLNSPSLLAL
# cardiac RTF act: cardiac RTF calcium sensitivity activators, primary screen, biochemical, IANBD-TnC fluorescence, EC20 calcium | AID 493008, 2010 | activation, % at 7.2 µM | IANBD-labeled TnC RTF fluorescence at EC20 calcium; 0% EC20 calcium, 100% full calcium | hit rate 0.24% among 340,000;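 active means activation above the mean over all tested compounds plus 3 SD, cut at about 30% in these data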;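 further: rise in fluorescence read as greater calcium sensitivity of cardiac thin filaments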
# PfHsp90 set2: growth inhibition of PfHsp90-expressing yeast, primary screen, antimalarial PfHsp90 inhibitor project, S. cerevisiae, BacTiter-Glo luminescence, single point, set 2; BacTiter-Glo ATP, 48 h; yeast lacking PDR1 and PDR3 efflux regulators; inhibition, % at 9.4 µM; hit rate 0.32% among 310,000;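 active means every replicate shows inhibition above about 80%, whatever the replicate mean, limit read from the data; inconclusive means mean inhibition reaches the set limit but some replicate falls short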;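 further: 0% = DMSO neutral controls and 100% = 20 µM radicicol positive controls; yeast relying on Plasmodium falciparum Hsp90 in place of its own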
# PvdQ acylase: P. aeruginosa PvdQ acylase inhibitors, primary screen, biochemical, fluorescence, plate reader and imaging, single point. purified PvdQ acylase. inhibition, % at 10 µM. hit rate 0.063% among 340,000; in the data active means inhibition above about 30%, passing the limit was not always enough; inconclusive means no clear call, values can overlap the other calls;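 further: 0% = vehicle neutral wells and 100% = reference inhibitor wells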
# CDK5 inh: inhibitors of human CDK5/p35 kinase, primary screen, biochemical, single concentration. Recombinant CDK5/p35, ADP-Glo luminescence, 60 min. Cyclin-dependent kinase 5 (Homo sapiens) + Cyclin-dependent kinase 5 activator 1 (Homo …. inhibition, % at 10 µM. hit rate 0.01% among 330,000;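 active means highest replicate inhibition of at least 50% and at least 75% of replicates reaching 50%; inconclusive means only one of the two criteria met; inactive means both criteria failed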;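 further: plate controls were DMSO neutral control for no effect and GW8510 at 10 µM for full effect; many of its hits are not listed in these tables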
# Target sequence (Q00535 whole entry, looked up): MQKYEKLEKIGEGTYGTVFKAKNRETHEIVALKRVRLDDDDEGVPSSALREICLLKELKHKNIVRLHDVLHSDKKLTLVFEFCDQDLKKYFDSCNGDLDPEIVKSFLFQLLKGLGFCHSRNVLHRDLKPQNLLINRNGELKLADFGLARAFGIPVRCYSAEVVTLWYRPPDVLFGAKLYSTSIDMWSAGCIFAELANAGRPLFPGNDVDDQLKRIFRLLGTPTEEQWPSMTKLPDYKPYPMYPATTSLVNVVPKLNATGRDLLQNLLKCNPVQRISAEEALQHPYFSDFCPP
# Target sequence (Q15078 whole entry, looked up): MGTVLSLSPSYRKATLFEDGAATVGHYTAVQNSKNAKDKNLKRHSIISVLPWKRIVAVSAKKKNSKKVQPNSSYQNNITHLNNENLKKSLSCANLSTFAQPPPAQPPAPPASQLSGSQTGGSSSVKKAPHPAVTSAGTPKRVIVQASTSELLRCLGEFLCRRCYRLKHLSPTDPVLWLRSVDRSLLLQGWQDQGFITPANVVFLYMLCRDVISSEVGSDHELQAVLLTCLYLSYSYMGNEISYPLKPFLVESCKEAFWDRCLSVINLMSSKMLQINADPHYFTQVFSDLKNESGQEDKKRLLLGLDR
# RTF Ca sens inh: cardiac RTF calcium sensitivity inhibitors, primary screen, biochemical, IANBD-TnC fluorescence, EC70 calcium; Troponin I, cardiac muscle (Homo sapiens) + Troponin T, cardiac muscle (Homo sapiens) + …; IANBD-labeled cardiac RTF, Ca2+ fluorescence; inhibition, % at 7.15 µM; hit rate 0.12% among 340,000; AID 493244, 2011;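 active means inhibition above the mean inhibition of all tested compounds plus 3 SD, cut at about 17% in these data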;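 further: assay run at fixed EC70 calcium of 1.6 mM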
# Keap1 Nrf2 FP: Keap1-Nrf2 protein-protein interaction inhibitors, primary screen, biochemical, fluorescence polarization, single point. Kelch-like ECH-associated protein 1 (Homo sapiens), Q14145. Keap1 Kelch-Nrf2 peptide fluorescence polarization, 1536-well. inhibition, % at 9.4 µM. hit rate 0.15% among 340,000. AID 504523, 2011; in the data active means inhibition above about 12%; inconclusive means no clear call, values can overlap the other calls; inactive means below about 7.3%;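 further: human Keap1 Kelch domain with fluorescein labeled Nrf2 9mer peptide probe; 0% = neutral control wells and 100% = peptide positive control; higher means more block of Keap1 binding to Nrf2 peptide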
# LANA DNA inh: inhibitors of KSHV C-LANA binding to DNA, primary screen, biochemical, fluorescence polarization, FAM-LBS DNA, MBP-C-LANA, single point; AID 504423, 2011; hit rate 0.078% among 340,000; inhibition, % at 9 µM; Kaposi's sarcoma herpesvirus LANA C-terminal domain (residues 932-1162) DNA binding;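 active means highest replicate inhibition at or above 60% at 9 µM, even if other replicates fall short; inactive means all replicates below 60% inhibition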;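 further: 0% = neutral control wells and 100% = 4 µM acridine orange control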
# Starred values were filed as active, the others as inactive; u = inconclusive; x = not tested or not shown.
smiles	NSD2 inh	SUMO Mot1 rescue	Rtt109 HAT inh	dFosB activator	cardiac RTF act	PfHsp90 set2	PvdQ acylase	CDK5 inh	RTF Ca sens inh	Keap1 Nrf2 FP	LANA DNA inh
CCOC(=O)C(C)Oc1c(C(=O)OC)sc2ncccc12 (stereo not given)	x	98	-5	-3	-1	30	-6	1.6	-6	1	2.6
COCCn1c(SCc2nnc(-c3ccccc3)o2)nc2sc3c(c2c1=O)CCC3	1	x	-2	5	0	26	-23	0.0	-7	-7	-0.7
CCC(=O)c1ccc(N2CCN(C(=O)c3cc([N+](=O)[O-])ccc3F)CC2)c(F)c1	0	-8	1	-14	7	4	9	-3.4	1	1	-0.3
Cc1ccc(CNC(C)(C)CO)cc1	-2	-6	-2	-2	5	2	-1	-1.9	-2	-1	2.4
Cc1ccc(NC(=O)CCCc2nc3ccccc3s2)c(O)c1	-2	-4	5	-3	2	x	-13	0.6	-2	-5	-0.7
COc1cccc(NCc2cc(=O)oc3cc(C)c(O)cc23)c1	-2	-12	x	-15	15	9	-8	0.6	-2	-3	-1.8
O=C1CC(c2ccco2)CC(O)=C1C=Nc1ccccc1-c1ccccc1 (stereo not given)	3	-17	6	-17	3	x	-5	0.0	-8	-2	0.6
Cc1ccc(C(=O)NCCCNC(=O)COc2ccc(C)c(C)c2)cn1	3	289*	55*	-2	-4	6	13	0.6	-19	-3	-0.4
C/C(=C\[C@@H](NP(=O)(c1ccccc1)c1ccccc1)c1ccccc1)CO[Si](c1ccccc1)(c1ccccc1)C(C)(C)C	x	-10	5	1	-5	-14	-7	-2.5	-3	-12	2.2
CCN(CC)CCn1c2c(c(SCC(=O)Nc3ccc(C(C)C)cc3)nc1=O)CCCC2	3	16	12	14	-6	9	14	-1.4	-12	-3	0.8
O=C(/C=C/c1ccccc1[N+](=O)[O-])NCCN1C(=O)S/C(=C\c2ccc(F)cc2)C1=O	-10	-12	-8	u	3	x	-9	0.8	-14	3	1.9
Cc1cccc(CC(=O)N2CCOCC2)c1	5	-14	3	2	-10	-9	5	-0.4	5	-1	0.0
COc1ccc(NC(=O)c2ccccc2OCc2ccc(F)cc2)c(OC)c1	-5	42	0	-8	-8	-8	-11	0.1	-3	-4	-0.4
COC(=O)c1ccccc1NC(=O)C1=CC(c2cccs2)=NS(=O)(=O)N1C	x	-19	-2	1	3	26	-12	1.1	-10	-4	-0.7
CCCN(Cc1ccco1)S(=O)(=O)c1ccc(OC)c(OC)c1	3	-11	-4	-6	-1	10	-2	1.4	-2	4	-1.5
S=c1[nH]nc(-c2ccc(Cl)cc2)n1CCCN1CCOCC1	0	-19	-1	1	3	10	-13	-0.5	5	-3	2.0
COc1ccc(OC)c(NC(=O)C2CC(=O)N(CCc3ccccc3)C2)c1 (stereo not given)	1	-5	7	-7	-2	3	-14	-0.1	-1	2	-3.1
O=C(Nc1ccc(N2CCCC2)cc1)c1ccc([N+](=O)[O-])cc1Cl	0	44	x	3	-2	12	-12	0.8	-8	-4	-0.2
COc1ccc(N2CCN(CCNC(=O)Nc3ccc(C)c(Cl)c3)CC2)cc1	x	3	7	-9	-1	-26	-17	-0.3	-5	-6	-0.4
N#CCCSCc1ccc2oc(C(=O)O)cc2c1	0	5	5	-5	3	6	1	-0.2	-5	3	2.4
C#CCN1C=CC(=O)[C@@H](OC(=O)Nc2ccc(C)cc2)[C@H]1c1ccccc1Br	x	x	2	-5	-5	-14	18	2.0	3	-4	-4.4
CC(=O)c1ccc(N2CCN(C(=O)C3CCN(S(=O)(=O)Cc4ccccc4)CC3)CC2)cc1	-1	-15	5	-13	0	-4	-2	-3.7	-5	-9	-0.2
COCc1c(C(=O)N/N=C(\C)c2ccncc2)nnn1-c1nonc1N	x	122	-7	-3	0	4	1	0.5	-1	-10	3.9
COCC(=O)N1C[C@H]2CON(C)[C@H]2C[C@H]1c1cccc(-c2ccc(C#N)cc2)c1	x	x	4	-3	-3	-21	-14	2.5	-9	-8	3.1
CCCc1[nH]nc2c1C1(C(=O)N(C(C)C)c3ccccc31)C(C#N)=C(N)O2 (stereo not given)	x	3	x	-7	-2	19	-9	-1.7	-11	3	0.5
Cc1ccc(OCCOCCOc2ccc(Br)cc2/C=N\NC(=O)c2ccncc2)cc1	-1	-5	4	-30	4	-28	-11	0.2	-7	-2	0.9
Cc1ccc(NC(=O)C(=O)NCCOc2ccccc2Cl)cc1	-3	8	-2	-4	1	-5	3	-0.3	-4	-3	-0.9
CS(=O)(=O)N1CCC(C(=O)Nc2ccc3c(c2)OCCO3)CC1	-14	23	x	-2	6	17	-3	2.1	2	-6	-1.0
Cc1ccc(N=C2S/C(=C/c3cccc(OCC(=O)O)c3)C(=O)N2C)cc1C	8	85	6	-7	-3	-21	5	0.6	3	0	-1.8
CCCc1nnc(NC(=O)Nc2ccccc2OC)s1	0	220	27	-3	-8	6	-1	-0.8	2	-1	0.3

# Next structures.
smiles	NSD2 inh	SUMO Mot1 rescue	Rtt109 HAT inh	dFosB activator	cardiac RTF act	PfHsp90 set2	PvdQ acylase	CDK5 inh	RTF Ca sens inh	Keap1 Nrf2 FP	LANA DNA inh
CN(n1cnc2ccccc2c1=O)S(C)(=O)=O	0	19	-5	-11	13	-27	-24	-0.2	-3	-3	0.1
CCc1c(O)nc(SCC(=O)N2CCCCC2)n(-c2ccccc2C)c1=O	-2	10	-7	3	-1	5	-5	0.5	0	-1	1.6
COc1ccccc1CC(=O)N1CCN(c2ccc([N+](=O)[O-])cc2)CC1	0	10	-2	-4	4	28	-11	-0.3	2	-4	-0.6
O=C(CSCC(=O)N1CCCCC1)OCC(=O)c1c[nH]c2ccccc12	0	1	-1	-11	-2	x	20	1.2	-12	0	-3.7
O=C(C1CCN(Cc2cccs2)CC1)N1CCN(Cc2ccc3c(c2)OCO3)CC1	6	12	10	5	-4	-35	-11	-0.2	-3	0	-0.6
COc1ccccc1NC(=S)N(CCCN1CCOCC1)Cc1cn(C)c2ccccc12	1	-9	6	1	-6	29	9	0.9	2	1	-1.2
CC(C)Cc1c(O)nc(SCC(=O)Nc2ccc3c(c2)CCC3)[nH]c1=O	x	18	20	-1	4	x	-9	0.2	-14	3	-1.5
O=c1cc(CSc2nnc(Nc3ccccc3F)s2)nc2sccn12	-4	2	-1	-1	-4	12	4	-1.9	-3	3	-1.3
O=C(Nc1ccc(NS(=O)(=O)c2ccccc2)cc1)c1cccnc1	-11	3	5	-3	8	21	-22	-6.5	3	-5	0.6
O=[N+]([O-])c1ccc(N2CCCCC2)s1	5	1	x	11	-5	-20	23	0.1	5	-12	-4.2
COc1ccc(C(=O)NC2CCCCC2)cc1S(=O)(=O)N1CCOCC1	x	-16	3	-3	-4	1	-6	-1.6	6	0	0.5
O=C(NCCc1cccc(F)c1)C1CCN(S(=O)(=O)c2ccc(F)cc2)CC1	-1	-10	-12	1	-6	3	-9	-0.2	-8	-2	-2.0
COc1ccc(CC(=O)Nc2nnc(SCC(=O)NCc3ccco3)s2)cc1OC	-1	-2	-5	-8	-2	4	-14	0.6	-6	3	2.1
Cc1cc(C)cc(C(=O)NCC(=O)OCc2nc(N)nc(Nc3ccccc3C)n2)c1	0	-17	23	-13	-2	5	-18	-0.8	-2	-1	0.3
CC(C)C(=O)c1c(C(C)C)nn2ccccc12	x	6	-8	1	5	-7	-12	-0.9	-6	3	0.7
O=C(NCc1ccc(C(F)(F)F)cc1)C1CC(c2ccccc2C(F)(F)F)=NO1 (stereo not given)	x	8	3	3	-1	-2	-2	1.5	-6	-1	-1.2
COc1cccc(-c2nc(CS(=O)(=O)CC(=O)N3CCN(C)CC3)c(C)o2)c1	x	-1	9	-5	6	-3	-25	-1.6	-9	-2	-3.0
O=C(NC1CCCCC1)C1CCC(CNS(=O)(=O)c2ccccc2)CC1 (stereo not given)	0	15	-11	8	0	-3	-6	-2.7	-6	-2	0.7
CC(=O)Nc1ccc(N(C(=O)CNC(=O)c2ccco2)C(C(=O)NCC2CCCO2)c2ccccc2)cc1 (stereo not given)	51*	6	-2	2	0	-24	-6	-0.1	-12	-2	2.5
Cc1csc(NC(=O)CSc2nnc(NC(=O)NC(C)(C)C)s2)n1	-1	5	6	9	-2	17	-17	0.6	-11	-8	-0.1
O=C(NC(Cc1ccccc1)C(=O)O)/C(=C\c1ccccc1F)NC(=O)c1ccccc1 (stereo not given)	-2	-8	0	-1	-1	5	15	2.0	-6	-2	1.0
Nc1c(-c2cccc([N+](=O)[O-])c2)nc2ccccn12	10	-11	-1	-3	-1	3	10	0.9	3	6	-0.6
CN1c2ccc(C=O)c3c(C=O)ccc(c23)N(C)C1(C)C	3	-17	-6	-5	25	34	-14	30	-34	u	13
COc1ccc(NC(=O)N2C3CCCC2CC(NC(=O)c2ccccc2)C3)cc1 (stereo not given)	9	921	-7	1	-7	8	-11	0.1	1	5	-0.1
COc1ccc(C)cc1NC(=O)CCCN1C(=S)NC(C)(C)CC1C (stereo not given)	3	-1	2	1	-3	-11	-9	-0.3	3	2	0.1
COc1ccc(OC)c(-c2cc(C(=O)NCc3ccc(Cl)cc3)no2)c1	0	-4	6	-2	1	6	-11	-2.7	-5	-5	-0.6
Cc1ccccc1NC(=O)N1CCN(C(=O)c2ccco2)CC1	-2	10	x	2	3	-16	-7	0.7	-15	7	-0.7
CCCNC(=O)c1onc(CSc2ccncc2)c1C(=O)NCCC	x	11	-3	2	0	-8	-4	-0.2	-7	0	0.4

# Source: PubChem BioAssay (several laboratories)
